# Screening results deposited in PubChem by several laboratories.
# Cardiac RTF inh: cardiac RTF calcium desensitization; P19429+P45379; IANBD-labeled cardiac RTF, Ca2+ fluorescence; inhibition, % at 7.15 µM; hit rate 0.12% among 340,000; AID 493244;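 active = inhibition above the mean inhibition of all tested compounds plus 3 SD, cut at about 17% in these data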;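 also: assay run at fixed EC70 calcium of 1.6 mM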
# SUMO Mot1 rescue: blocks SUMOylation pathway, rescuing yeast Mot1-301 growth | S. cerevisiae Mot1-301 growth rescue, ATP luminescence, 38.5C; percent above DMSO median, 100 means doubled | growth rescue, % at 18.8 µM | hit rate 1% among 320,000 | AID 2716;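 active = every valid replicate shows activation above 250% relative to neutral control wells; inactive = the rest, any valid replicate at or below 250%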;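 also: OY570 slx delta 5 strain wells were the positive control but not used for scaling; some compounds called inactive have numbers as strong as hits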
# Rtt109 HAT inh: C. albicans Rtt109 histone acetyltransferase inhibition | Q5AAJ8 | purified Rtt109/Vps75, ThioGlo CoA-SH fluorescence, 4 h | inhibition, % at 34.9 µM | hit rate 0.16% among 330,000;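 active = inhibition of at least 50% in every replicate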
# CDK5 p35 inh: blocks human CDK5/p35 kinase activity | Recombinant CDK5/p35, ADP-Glo luminescence, 60 min | inhibition, % at 10 µM | hit rate 0.01% among 330,000 | AID 488839;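 active = highest replicate inhibition of at least 50% and at least 75% of replicates reaching 50%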;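 also: plate controls were DMSO neutral control for no effect and GW8510 at 10 µM for full effect; many of its hits are not listed in these tables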
# dFosB act: mouse delta FosB homodimer activation. activation, % at 25 µM. AID 493131. P13346. hit rate 0.99% among 340,000. purified delta FosB, TAMRA-CDK5 oligo fluorescence polarization; percent of positive-control signal above neutral wells;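 active = mean activation above about 17%, with every replicate also reaching it, limit read from the data, passing the limit was not always enough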;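 also: fluorescence polarization rise as delta FosB binds a TAMRA Cdk5 AP-1 oligo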
# Target sequence (P13346 whole entry, looked up): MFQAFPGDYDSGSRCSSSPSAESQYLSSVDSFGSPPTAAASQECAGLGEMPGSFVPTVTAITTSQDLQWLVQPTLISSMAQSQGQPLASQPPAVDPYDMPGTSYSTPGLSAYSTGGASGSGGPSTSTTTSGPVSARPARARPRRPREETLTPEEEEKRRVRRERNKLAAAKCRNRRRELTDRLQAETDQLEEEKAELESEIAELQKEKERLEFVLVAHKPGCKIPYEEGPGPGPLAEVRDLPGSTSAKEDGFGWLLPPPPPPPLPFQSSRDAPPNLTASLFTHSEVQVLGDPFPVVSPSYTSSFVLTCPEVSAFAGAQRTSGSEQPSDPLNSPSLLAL
# LANA DNA inh: KSHV C-LANA DNA binding inhibition; MBP-C-LANA/FAM-LBS DNA binding, fluorescence polarization; inhibition, % at 9 µM; hit rate 0.078% among 340,000; AID 504423;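 active = highest replicate inhibition at or above 60% at 9 µM, even if other replicates fall short; inactive = all replicates below 60% inhibition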;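 also: 0% = neutral control wells and 100% = 4 µM acridine orange control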
# PfHsp90 yeast 2: inhibits growth of yeast expressing Plasmodium falciparum Hsp90. S. cerevisiae expressing PfHsp90, BacTiter-Glo ATP, 48 h; yeast lacking PDR1 and PDR3 efflux regulators. inhibition, % at 9.4 µM. hit rate 0.32% among 310,000;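 active = every replicate shows inhibition above about 80%, whatever the replicate mean, limit read from the data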;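 also: 0% = DMSO neutral controls and 100% = 20 µM radicicol positive controls; yeast relying on Plasmodium falciparum Hsp90 in place of its own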
# cardiac RTF act: cardiac RTF calcium sensitization. P19429+P45379. activation, % at 7.2 µM. IANBD-labeled TnC RTF fluorescence at EC20 calcium; 0% EC20 calcium, 100% full calcium. hit rate 0.24% among 340,000;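 active = activation above the mean over all tested compounds plus 3 SD, cut at about 30% in these data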;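 also: rise in fluorescence read as greater calcium sensitivity of cardiac thin filaments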
# PvdQ acylase: blocks Pseudomonas aeruginosa PvdQ acylase activity. hit rate 0.063% among 340,000. AID 488965. purified PvdQ acylase, fluorescence plate reader. inhibition, % at 10 µM; in the data active = inhibition above about 30%, passing the limit was not always enough;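 also: 0% = vehicle neutral wells and 100% = reference inhibitor wells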
# Keap1 Nrf2 FP: inhibitors of human Keap1-Nrf2 protein-protein interaction; Q14145; Keap1 Kelch-Nrf2 peptide fluorescence polarization, 1536-well; inhibition, % at 9.4 µM; hit rate 0.15% among 340,000; in the data active = inhibition above about 12%;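 also: human Keap1 Kelch domain with fluorescein labeled Nrf2 9mer peptide probe; 0% = neutral control wells and 100% = peptide positive control; higher means more block of Keap1 binding to Nrf2 peptide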
# Target sequence (Q14145 whole entry, looked up, the tested form may be a part): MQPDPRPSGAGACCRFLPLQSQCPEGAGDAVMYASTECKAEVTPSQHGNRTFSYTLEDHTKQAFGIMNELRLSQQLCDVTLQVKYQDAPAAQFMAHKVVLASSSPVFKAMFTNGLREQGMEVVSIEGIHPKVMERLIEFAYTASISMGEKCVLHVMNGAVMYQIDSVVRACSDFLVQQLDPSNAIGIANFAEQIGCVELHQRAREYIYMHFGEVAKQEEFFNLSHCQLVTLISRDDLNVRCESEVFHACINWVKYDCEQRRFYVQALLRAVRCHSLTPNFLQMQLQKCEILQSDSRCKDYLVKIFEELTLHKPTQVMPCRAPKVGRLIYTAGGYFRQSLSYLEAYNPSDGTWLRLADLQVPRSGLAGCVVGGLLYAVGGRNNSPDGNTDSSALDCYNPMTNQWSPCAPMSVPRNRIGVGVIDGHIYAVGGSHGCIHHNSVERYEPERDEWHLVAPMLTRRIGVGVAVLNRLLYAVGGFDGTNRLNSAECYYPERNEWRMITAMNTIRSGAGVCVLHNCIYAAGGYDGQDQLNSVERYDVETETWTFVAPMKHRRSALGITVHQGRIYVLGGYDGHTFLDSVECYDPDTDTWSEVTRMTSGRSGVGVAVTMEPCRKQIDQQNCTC
# NSD2 inh: inhibitors of human histone methyltransferase NSD2. AID 743445. inhibition, % at 12.5 µM. O96028. hit rate 0.54% among 310,000. NSD2 peptide methylation, AlphaScreen, 120 min; in the data active = inhibition above about 50%
# Starred values were filed as active, the others as inactive; . = not tested or not shown.
# Preview (three entries):
SMILES,Cardiac RTF inh,SUMO Mot1 rescue,Rtt109 HAT inh,CDK5 p35 inh,dFosB act,LANA DNA inh,PfHsp90 yeast 2,cardiac RTF act,PvdQ acylase,Keap1 Nrf2 FP,NSD2 inh
Oc1ccc2ccccc2c1/C=N/c1nc2c(s1)CCCC2,-6,-24,-6,0.2,-1,0.4,20,5,-7,1,5
COc1ccc(/C=C/C(=O)O)cc1S(=O)(=O)N1CCc2ccccc21,0,-5,6,-0.1,-11,0.5,-2,3,-21,-4,-3
COc1ccc(C(=O)CCN2CCc3cc(OC)c(OC)cc3C2)cc1,-7,-12,39,0.0,-4,1.2,-2,1,-7,-27,-1

# The listing, previewed entries included:
SMILES,Cardiac RTF inh,SUMO Mot1 rescue,Rtt109 HAT inh,CDK5 p35 inh,dFosB act,LANA DNA inh,PfHsp90 yeast 2,cardiac RTF act,PvdQ acylase,Keap1 Nrf2 FP,NSD2 inh
Oc1ccc2ccccc2c1/C=N/c1nc2c(s1)CCCC2,-6,-24,-6,0.2,-1,0.4,20,5,-7,1,5
COc1ccc(/C=C/C(=O)O)cc1S(=O)(=O)N1CCc2ccccc21,0,-5,6,-0.1,-11,0.5,-2,3,-21,-4,-3
COc1ccc(C(=O)CCN2CCc3cc(OC)c(OC)cc3C2)cc1,-7,-12,39,0.0,-4,1.2,-2,1,-7,-27,-1
COc1cc2cnc(-c3ccccc3)c(-c3ccc(C#N)cc3)c2cc1OC,-8,1,0,-1.2,-11,-1.7,-26,-7,-11,-7,.
CCN(c1ccccc1)S(=O)(=O)c1ccc(C(=O)OC(C)C(=O)NCCC2=CCCCC2)cc1 (configuration not stated),-5,229,1,-1.8,-13,-0.4,49,-5,-12,5,2
CC1CC(C)CN(C(=O)c2cc3cc(Br)cc(Br)c3o2)C1 (configuration not stated),-13,-9,4,-0.5,-5,0.0,8,3,-1,2,-1
O=C(CN(C(=O)c1csnn1)c1cccc2c1CCCC2)NC1CCCC1,5,-20,-3,0.5,5,0.5,-5,2,1,0,27
CCN1CCN(c2cc(C)c3cc(NC(=O)c4cccs4)ccc3n2)CC1,-3,-6,23,2.1,3,-2.2,-6,-5,9,0,.
Clc1ccc(C2[C@H]3CN(Cc4cccnc4)[C@H](c4ccccc4)C34CC2(c2cccnc2)C4)cn1 (some centres not stated),-8,154,0,-1.2,1,1.7,4,-3,8,-11,.
CC(C)Oc1ccc(N2CC(C(=O)Nc3ccccn3)CC2=O)cc1 (configuration not stated),0,3,-8,0.7,-1,0.6,15,4,4,1,1
C=CCNC(=O)c1ccc(OC)cc1,1,-7,1,-0.7,3,2.2,-11,-2,-14,3,-2
Clc1ccc(-c2nnc3sc(-c4ccc(Br)o4)nn23)c(Cl)c1,-1,-2,1,0.4,6,1.5,6,1,2,-1,13
CCOC(=O)N1CCN(c2c(NCCN3CCN(Cc4ccccc4)CC3)c(=O)c2=O)CC1,2,-4,12,-0.2,5,0.0,0,3,0,-3,.
Cn1ncc2cc(NC(=S)NC(=O)c3ccccc3)ccc21,0,-3,8,1.8,-8,0.2,.,-2,10,0,0
O=c1oc(-c2ccccc2Cl)nc2ccsc12,5,.,12,-1.5,-13,-2.1,1,-2,17,-6,-1
CCCNC(=O)N1c2ccccc2Sc2ccccc21,-4,336,12,0.6,3,15,-8,3,-14,5,-5
CCOC(=O)CN1C(=O)C2Cc3ccccc3CN2C1=S (configuration not stated),0,-20,-14,1.4,-5,0.1,7,9,-12,-3,2
CCOC(=O)CC(C#N)c1cn(C)c2ccccc12 (configuration not stated),1,-14,-1,-0.6,-5,-0.4,14,-4,38*,0,-3
CC(=O)N1CCN(S(=O)(=O)c2cccc(C(=O)Nc3nc4ccccc4[nH]3)c2)CC1,3,660,6,0.3,-4,-0.5,-5,-1,9,-4,1
CCCCNC(=O)CCCCn1c(=S)[nH]c2c([nH]c3ccc(OC)cc32)c1=O,-1,.,-1,-0.8,13,-0.1,-22,6,-15,-7,1
CCn1c(/C=C/c2ccc(O)c(O)c2)nc2ccccc2c1=O,-5,280,-2,1.0,-8,-2.8,-16,2,4,-3,14
CCN(CC)CCCN1CC(O)=C(c2nc3ccccc3s2)C1=N,-6,-9,-24,0.3,-11,0.4,.,8,-14,-6,42
O=C(Cc1ccccc1)N1CCN=C1SCc1ccc([N+](=O)[O-])cc1,-6,-14,7,-0.1,-4,0.2,5,-6,-7,5,1
Cc1ccc(C)c(N2CCN(C(=O)C34CC5CC(C3)CC(n3nnc(C)n3)(C5)C4)CC2)c1,-9,1,-3,0.6,-3,0.9,-4,7,-14,-3,2
CCc1nc2c(sc3nc4c(cc32)COC(C)(C)C4)c(=O)n1Cc1ccco1,-4,87,-1,-3.7,-29,3.5,7,-2,-10,-45,1
# (continued)
SMILES,Cardiac RTF inh,SUMO Mot1 rescue,Rtt109 HAT inh,CDK5 p35 inh,dFosB act,LANA DNA inh,PfHsp90 yeast 2,cardiac RTF act,PvdQ acylase,Keap1 Nrf2 FP,NSD2 inh
CCOC(=O)C1(Cc2ccccc2C)CCCN(C(=O)CCc2c(C)noc2C)C1 (configuration not stated),0,98,1,-0.3,2,-1.6,12,1,-9,-3,-3
COCCn1c(SCC(=O)c2[nH]c(C)c(C(C)=O)c2C)nc2ccccc2c1=O,3,225,-4,-1.0,-6,1.8,9,9,-6,1,-1
COc1ccc(OCC(=O)N/N=C(\CCC(=O)O)c2cccs2)cc1,6,4,1,1.2,-6,0.2,-12,-1,6,-3,-1
CCOC(=O)c1c(C)[nH]c(C)c1C(=O)COC(=O)c1ccc([N+](=O)[O-])s1,10,-11,2,-2.5,-9,1.5,-11,-4,-15,-1,16
Cc1ccc(N2C3=C(C(=O)CC(C)(C)C3)C(c3cn(C)nc3C)C3=C2CC(C)(C)CC3=O)cc1,-24,-22,11,0.2,-12,4.4,-55,17,-8,0,.
N#C/C(=C\C=C\c1ccccc1)c1nc(-c2ccc3c(c2)OCO3)cs1,-24,-6,5,-3.8,-91,4.0,-27,34*,-16,0,-4
COc1ccccc1N(C)S(=O)(=O)c1ccc(C(=O)NCc2ccc3c(c2)OCO3)cc1,-6,1,-1,1.5,-8,-0.8,20,6,-15,-6,-2
COc1ccc(CNc2ccc3c(c2)nc(C)n3C)cc1,-2,-2,6,-4.0,0,-1.9,.,-3,-3,-6,.
O=C(N/N=C\c1ccc(Cl)s1)c1cccs1,-3,-8,-2,-1.4,-15,0.7,-2,4,-9,-2,1
CC[C@]12c3[nH]c4cc(-c5ccco5)ccc4c3CCN1C(=O)[C@@H](CC(=O)NC/C=C(\C)CCC=C(C)C)C[C@@H]2C(=O)N1CCN(C(=O)c2ccco2)CC1,-7,.,2,-0.5,-13,-0.3,17,5,-11,-7,.
CCc1ccc(CN2C(=O)CCC2(C)C(=O)NC2CCCC2)cc1 (configuration not stated),-7,-3,-7,-0.5,2,1.9,-11,0,3,-1,-1
Cc1cc(NC(=O)CC2(CC(=O)O)CCCC2)n(C)n1,-2,-3,1,-0.2,5,-1.7,10,-1,-8,4,-7
CC(C)=CCN1CCN(Cc2ccc(Sc3nncn3C)o2)CC1CCO (configuration not stated),2,3,-1,-0.1,2,2.1,11,-2,1,0,-1
O=C(O)CCCC(=O)Nc1ccccc1Oc1ccccc1,-1,-10,-9,0.9,-4,-1.0,-7,3,-16,3,-3
CCN1CCc2c(sc(NC(=O)c3ccc(S(=O)(=O)N4CC(C)OC(C)C4)cc3)c2C(N)=O)C1 (configuration not stated),-12,-13,7,.,-14,-2.2,-3,-6,-5,-17,13
O=C1CCCN2N=C(SCC(=O)Nc3cccc(C(F)(F)F)c3)SC2=N1,-1,11,-7,0.0,-4,-0.4,-17,-3,0,4,4
CCCCOC(=O)c1ccc(Nc2ncnc3nc[nH]c23)cc1,-12,-1,-1,0.1,2,-0.3,-4,-1,-26,3,.
Cc1ccccc1CN(C)C(=O)c1ccc2ccccc2n1,-13,-8,-8,0.1,5,-2.0,-5,-2,-14,-1,2
COc1ccc(NC(=S)Nc2ccccc2SC)c(OC)c1,4,108,0,-2.5,-5,-0.3,-20,7,-9,-7,2
N#CC1(Cc2ccccc2Cl)c2ccccc2C=CN1C(=O)c1ccccc1 (configuration not stated),0,-3,1,0.1,-2,0.1,-43,-2,-3,6,-4
Cc1c(Cl)c([N+](=O)[O-])nn1CCCC(=O)N1CCN(c2ccccc2)CC1,1,-8,2,1.5,-1,0.9,13,-2,-4,-4,1
O=C(CN1CCN(S(=O)(=O)N2CCCCC2)CC1)Nc1ccc(Cl)c(Cl)c1,-1,172,2,2.0,-13,-0.8,5,-5,11,-3,-1
O=C(NCc1ccc(Cl)cc1)c1ccc2c(=O)n(CC3CCCO3)c(=S)[nH]c2c1 (configuration not stated),-12,12,-1,-2.2,12,0.8,10,-4,-1,-4,-3
CCOC(=O)N1CCc2c(sc3ncn(Cc4ccc(F)cc4)c(=O)c23)C1,-7,2,-2,0.3,5,0.0,-8,-3,-5,-4,4
Cc1ccc(S(=O)(=O)Nc2ccc3cn[nH]c3c2)c(C)c1,-2,4,7,1.2,3,-0.1,-4,-1,-7,3,0
CCc1nc2ccc(C(=O)NCCCN3CCN(c4ccc(F)cc4)CC3)cc2nc1CC,0,-38,-4,0.5,-14,1.0,1,5,7,0,3
Cc1ccc(C(C(=O)NC2CCCC2)N(Cc2ccc(F)cc2)C(=O)c2snc(C(N)=O)c2N)o1 (configuration not stated),-2,-1,0,0.4,-12,-0.9,0,-1,-14,-1,1

# Reprinted at random: six entries already listed, in no set order.
SMILES,Cardiac RTF inh,SUMO Mot1 rescue,Rtt109 HAT inh,CDK5 p35 inh,dFosB act,LANA DNA inh,PfHsp90 yeast 2,cardiac RTF act,PvdQ acylase,Keap1 Nrf2 FP,NSD2 inh
COc1ccc(C(=O)CCN2CCc3cc(OC)c(OC)cc3C2)cc1,-7,-12,39,0.0,-4,1.2,-2,1,-7,-27,-1
Clc1ccc(-c2nnc3sc(-c4ccc(Br)o4)nn23)c(Cl)c1,-1,-2,1,0.4,6,1.5,6,1,2,-1,13
CCc1nc2ccc(C(=O)NCCCN3CCN(c4ccc(F)cc4)CC3)cc2nc1CC,0,-38,-4,0.5,-14,1.0,1,5,7,0,3
CCCCOC(=O)c1ccc(Nc2ncnc3nc[nH]c23)cc1,-12,-1,-1,0.1,2,-0.3,-4,-1,-26,3,.
Cc1cc(NC(=O)CC2(CC(=O)O)CCCC2)n(C)n1,-2,-3,1,-0.2,5,-1.7,10,-1,-8,4,-7
COCCn1c(SCC(=O)c2[nH]c(C)c(C(C)=O)c2C)nc2ccccc2c1=O,3,225,-4,-1.0,-6,1.8,9,9,-6,1,-1
